Screens as filed in PubChem BioAssay.
D1 antagonist – blocks dopamine activation of the human D1 receptor; actives 3.2% (n = 360,000); activity change, negative = inhibition, % at 10 µM; HEK293 TREx D1 cells, calcium flux, dopamine EC80; stronger effect = lower value; P21728; AID 504652; in the data active = activity change below about -30%; also: % is scaled to controls: 0 for no effect and ±100 for the full control effect
Target sequence (P21728 whole entry, looked up): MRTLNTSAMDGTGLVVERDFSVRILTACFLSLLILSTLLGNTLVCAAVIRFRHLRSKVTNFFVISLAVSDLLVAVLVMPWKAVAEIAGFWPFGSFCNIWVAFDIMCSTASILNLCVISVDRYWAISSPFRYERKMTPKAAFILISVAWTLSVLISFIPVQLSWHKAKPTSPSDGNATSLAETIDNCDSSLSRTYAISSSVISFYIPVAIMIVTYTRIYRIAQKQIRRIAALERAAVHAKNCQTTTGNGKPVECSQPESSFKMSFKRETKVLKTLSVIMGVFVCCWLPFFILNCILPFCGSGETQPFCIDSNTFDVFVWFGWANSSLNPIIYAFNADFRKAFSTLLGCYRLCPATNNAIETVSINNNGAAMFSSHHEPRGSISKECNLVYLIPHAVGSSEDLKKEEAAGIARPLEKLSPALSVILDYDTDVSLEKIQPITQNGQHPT
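HEK293 T-REx cells expressing inducible, force-coupled D1 receptor; no-wash Ca dye, 30–90 min RT. Cmpd → 180 s read at 1 Hz → EC80 DA → 180 s read.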
D1 agonist – agonists of human D1 dopamine receptor; P21728; HEK293 T-REx D1 cells, calcium flux, agonist mode; activation, % at 2 µM; actives 1% (n = 360,000); in the data active = activation above about 30%; also: 0% is about no effect
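Agonism was scored from calcium flux recorded over 180 s (1 read/s) after pintool compound addition, following a 10-cycle baseline. Cells were inducible force-coupled HEK293 TREx D1, plated overnight at 30 C and loaded with no-wash calcium dye.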
D2 PAM – D2 dopamine receptor (human) potentiation | P14416 | HEK293 T-REx D2, calcium flux, EC20 dopamine potentiation | potentiation, % at 10 µM | actives 0.34% (n = 340,000);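 active = potentiation over 3 SD above the plate norm, cut at about 30% in these data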; also: 0% is about no effect
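Tetracycline-induced Hek293 Trex D2 cells, force-coupled to calcium, loaded with no-wash calcium dye. Compound added with 180 s kinetic read for agonism, then EC20 dopamine and a further 180 s read for potentiation.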
RXFP1 ag – RXFP1 (human) receptor agonism; HEK293T-RXFP1 cAMP TR-FRET, 30 min; response scale: percent of porcine relaxin response, buffer zero; Potency, µM (titrated, usually from 57.5 µM), for the others: top-dose activation, hits mostly activators; actives 0.3% (n = 370,000); also: potency is read from the fitted curve at half-maximal effect; % is scaled to controls: 0 for no effect and ±100 for the full control effect; nearly all actives have a fitted effect of over 60% in size; many of its hits are not listed in these tables
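Agonist response is measured as cAMP accumulation in an RXFP1-transfected HEK293T line under PDE4 inhibition. Values are scaled between buffer-only and 29 nM porcine relaxin, and EC50s come from standard Hill equation fits.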
Vif-A3G inh – inhibitors of Vif-APOBEC3G interaction | actives 0.076% (n = 410,000) | Potency, µM (top dose mostly 46.1 µM), inactives show top-dose activity, negative = active, hits mostly inhibitors | Q9HC16 | HeLa A3G-eYFP + Vif (tagged APOBEC3G with the HIV-1 protein that degrades it), YFP fluorescence, overnight;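 also: potency is read from the fitted curve at half-maximal effect; % is scaled to controls: 0 for no effect and ±100 for the full control effect; nearly all actives have a fitted effect of over 60% in size; hits raise eYFP signal because A3G escapes Vif-driven loss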
Target sequence (Q9HC16 whole entry, looked up): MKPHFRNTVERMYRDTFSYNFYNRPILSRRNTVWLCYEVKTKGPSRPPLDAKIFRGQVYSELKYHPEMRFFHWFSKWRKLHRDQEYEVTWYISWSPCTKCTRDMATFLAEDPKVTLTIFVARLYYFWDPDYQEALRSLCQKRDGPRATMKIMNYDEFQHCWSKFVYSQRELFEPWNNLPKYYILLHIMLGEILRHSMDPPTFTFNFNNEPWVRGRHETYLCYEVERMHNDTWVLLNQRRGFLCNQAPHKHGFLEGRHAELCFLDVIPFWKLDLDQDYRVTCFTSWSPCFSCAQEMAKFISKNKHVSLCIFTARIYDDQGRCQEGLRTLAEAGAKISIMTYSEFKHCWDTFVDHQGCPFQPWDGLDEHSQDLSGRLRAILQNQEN
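HeLa cells stably expressing Vif and C-terminally eYFP-tagged A3G, seeded overnight at 37 deg C, then exposed to compound by pintool overnight at 37 deg C. Rise in yellow fluorescence (Ex 488/Em 500-530, Acumen) marks blocked Vif-driven A3G degradation.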
Vif-APOBEC3F blk – inhibitors of Vif-A3F interaction; HeLa A3F-eYFP + Vif (tagged APOBEC3F with the HIV-1 protein that degrades it), YFP fluorescence increase; Potency, µM (highest dose often 46.1 µM), for inactives: at the highest dose activity, negative = active; actives 0.2% (n = 390,000); AID 602313; also: potency is read from the fitted curve at half-maximal effect; % of control where 0% means no effect; nearly all actives have a fitted effect of over 65% in size
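HeLa cells stably expressing A3F-eYFP plus Vif, plated and incubated overnight at 37 deg C, then exposed to compounds overnight at 37 deg C. Blocked degradation read as raised yellow fluorescence (Ex 488/Em 500-530).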
D1 potentiator – human D1 dopamine receptor positive modulation | potentiation, % at 10 µM | actives 0.036% (n = 360,000) | HEK293 TREx D1 cells, calcium flux, dopamine EC20 potentiation | AID 504651 | P21728; in the data active = potentiation above about 30%; also: 0% is about no effect
Glioma ERSR ind – inducers of ER stress response in human glioma cells; U87-MG GRP78 promoter luciferase reporter, 16 h; Potency, µM, for the others: top-dose activation, most hits filed as activators; actives 0.02% (n = 420,000); also: potency is read from the fitted curve at half-maximal effect; series mostly up to about 76 µM; % of control where 0% means no effect; nearly all actives have a fitted effect of over 35% in size
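Stably transfected U87-MG glioma cells carrying a GRP78-based luciferase sensor; 16 h compound incubation. Luminescence end-point read 10 min after Bright-Glo addition at room temperature.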
LDHA block – inhibitors of human lactate dehydrogenase A; P00338; purified LDHA, NADH/diaphorase-resazurin fluorescence; stronger effect = lower value; activity change, % (values are at about 110 or 230 µM); actives 0.15% (n = 480,000); AID 1347041; in the data active = activity change below about -30%; inconclusive = mostly about -25% to -30%;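 also: plate controls were DMSO wells for no effect and wells without enzyme for full effect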
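LDH5 2 nM; NADH 0.06 mM, pyruvate 0.2 mM; 200 mM Tris pH 7.4, EDTA, Tween-20; 5 min RT. Detection: diaphorase 0.133 mg/mL + resazurin 37 µM, fluorescence ex540/em590 at 0 and 20 min; normalized to enzyme-free and DMSO wells.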
Active calls of the source: *; ? = inconclusive; nt = no result given. Unless noted, calls follow the shape of the dose curve; as a rule, active = well fitted curve in the direction sought with a large enough effect; inconclusive = small, poorly fitted or top-dose-only effect, or another doubt; inactive = no such curve, though single readings can be large; an effect the other way counts as inactive or inconclusive.

SMILES	D1 antagonist	D1 agonist	D2 PAM	RXFP1 ag	Vif-A3G inh	Vif-APOBEC3F blk	D1 potentiator	Glioma ERSR ind	LDHA block
O=C(NCCS(=O)(=O)N1CCN(c2cccc(Cl)c2)CC1)c1ccc2c(c1)OCO2	-3	5	1	1.3%	-8%	0%	-6	0%	-2
Cc1cccc(NC(=O)CS(=O)(=O)c2cn(CC(=O)N3CCOCC3)c3ccccc23)c1	10	6	3	0.7%	2%	-3%	2	-3%	-4
Cc1ccc(CNC(=O)CNC(=O)[C@@H]2Cc3ccccc3CN2C(=O)OC(C)(C)C)cc1	2	1	4	-5.8%	-8%	9%	4	-1%	1
O=C(NC(=S)Nc1cccnc1)c1cccc(Br)c1	-10	8	5	2.9%	-4%	-6%	-6	-1%	-4
Cc1cc(Nc2ccc(C)c(Cl)c2)n2nc(Cc3ccccc3)nc2n1	-6	14	-9	-1.6%	-3%	0%	-4	-2%	-2
O=C1CN(S(=O)(=O)c2ccccc2Cl)CCN1	2	2	-10	1.9%	4%	5%	-3	-5%	-4
Cc1ccsc1/C=C/c1ccc2cccc(O)c2n1	10	1	-7	-1.6%	-2%	-7%	-2	12%	10
COC(=O)C1CC2=C(CC(C)(C)CC2=O)N(c2ccccc2)C1=O (stereo not given)	nt	nt	nt	nt	-2%	5%	nt	-3%	-4
COc1cc(C)nc(Oc2ccc(/C=N/O)cc2)n1	3	1	1	-0.5%	2%	-9%	-2	-1%	-6
O=C(NCCCN=C1NS(=O)(=O)c2ccccc21)c1ccc(S(=O)(=O)N2CCOCC2)cc1	4	4	1	3.5%	0%	-10%	1	-6%	-12
CN(C)c1cccc2c1C(=O)c1ccccc1C2=O	-7	0	4	-0.2%	3%	7%	10	1%	15
O=C(Nc1ccc(CN2CCCCC2)cc1)c1ccc(Br)o1	-16	3	-14	-0.9%	2%	8%	-10	2%	-6
Cc1cc(-c2c(C)[nH]n(-c3ccc(Cl)cc3)c2=O)n[nH]1	31	2	-10	0.4%	2%	-1%	-1	-1%	8
Clc1ccc(SCCOCCN2CCCCC2)cc1	9	19	-26	-5.0%	-3%	-11%	-4	-1%	-16
CCOc1ncccc1C(=O)NCC(c1ccco1)N1CCCCC1 (stereo not given)	nt	nt	nt	nt	-2%	9%	nt	-8%	-3
COC(=O)[C@@H]1CC[C@H](C)[C@@H](c2ccc(C)cc2)N1C(=O)c1ccc(/C=N/OC[C@@H](O)COCc2ccco2)cc1	-1	11	4	2.7%	nt	nt	2	nt	nt
O=C1C2C3C=CC(CC3)C2C(=O)N1c1ccccc1[N+](=O)[O-] (stereo not given)	-2	2	nt	-0.1%	1%	-7%	-2	-4%	0
CCOC(=O)c1ccc(NC(=O)c2nc[nH]c2C(=O)NC[C@@H](C)O)cc1	nt	nt	nt	nt	2%	1%	nt	-2%	-1
Cc1ccc(Cn2nnc3c(=O)n(Cc4ccccc4C)cnc32)cc1	4	0	10	0.2%	3%	-14%	-3	-4%	0
Cc1cccc(C)c1NS(=O)(=O)c1cc2c3c(c1)CC(=O)N3CCC2	10	5	0	0.4%	-1%	-14%	-4	-2%	2
CC(=O)Nc1cccc(Oc2cc(C#N)c(C#N)cc2N2CCCCCC2)c1	7	4	20	0.5%	1%	1%	6	-9%	-12
CC1CCC2(CC1)NC(=O)N(CC(=O)NC1CCCCC1C)C2=O (stereo not given)	nt	nt	nt	nt	0%	-9%	nt	-4%	-11
O=C1c2cccc3cc(Br)cc(c23)C(=O)N1Nc1ccccc1	14	3	16	1.8%	2%	nt	0	-7%	-7
CCCCSc1nc2c(=O)[nH][nH]c(=O)c2n1Cc1ccccc1	-5	1	-2	0.1%	2%	4%	-10	1%	-6
CCOC(=O)c1cc(-c2ccccc2)n(CC(=O)Nc2cccc(OC)c2)c1C	-17	3	4	1.5%	1%	-9%	-2	-6%	-10

Look-ups from the results shown.
Under Glioma ERSR ind, CCOC(=O)c1cc(-c2ccccc2)n(CC(=O)Nc2cccc(OC)c2)c1C has the entry -6%
Under Vif-APOBEC3F blk, Cc1cc(Nc2ccc(C)c(Cl)c2)n2nc(Cc3ccccc3)nc2n1 has the entry 0%
Under Vif-A3G inh, O=C(NCCS(=O)(=O)N1CCN(c2cccc(Cl)c2)CC1)c1ccc2c(c1)OCO2 has the entry -8%
Under D1 antagonist, O=C1C2C3C=CC(CC3)C2C(=O)N1c1ccccc1[N+](=O)[O-] (stereo not given) has the entry -2
Under Vif-A3G inh, Cc1cccc(C)c1NS(=O)(=O)c1cc2c3c(c1)CC(=O)N3CCC2 has the entry -1%
Under LDHA block, CN(C)c1cccc2c1C(=O)c1ccccc1C2=O has the entry 15
Under D1 antagonist, O=C(Nc1ccc(CN2CCCCC2)cc1)c1ccc(Br)o1 has the entry -16

Following part
SMILES	D1 antagonist	D1 agonist	D2 PAM	RXFP1 ag	Vif-A3G inh	Vif-APOBEC3F blk	D1 potentiator	Glioma ERSR ind	LDHA block
CCOC(=O)C1=CN(Cc2cccc(F)c2)S(=O)(=O)N(CC)C1c1ccc(F)c(Cl)c1 (stereo not given)	nt	nt	nt	nt	3%	-2%	nt	-4%	-4
Cc1ccc(-c2noc(C3CCCN(S(=O)(=O)c4ccc(S(=O)(=O)N(C)C)cc4)C3)n2)o1 (stereo not given)	9	8	8	-2.8%	-1%	-10%	-2	1%	-16
Cc1nn(-c2ccccc2)c(-c2ccccc2)c1C(=O)O	3	1	1	-0.9%	1%	6%	0	-2%	-1
Cc1cc(C(=O)COC(=O)CNC(=O)c2ccc(Cl)c(Cl)c2)c(C)n1Cc1ccco1	0	1	-2	0.0%	-5%	-23%	1	-3%	-3
O=C(Nc1ccccc1)C1CCN(C(=O)c2ccco2)CC1	-4	1	-9	0.5%	-1%	-1%	-6	-3%	-2
COc1ccc(N(CC(=O)NCc2ccccc2OC)S(=O)(=O)c2ccccc2[N+](=O)[O-])c(OC)c1	-7	3	8	-1.6%	0%	-28%	-5	-3%	-5
O=C(CSCc1c(Cl)cccc1Cl)NCc1ccco1	-31*	0	-1	0.4%	-5%	0%	-6	1%	-5
Oc1ccccc1/C=N/Nc1ncc(Br)cn1	-5	1	-15	-0.8%	-9%	-20%	0	-3%	-2
Cc1ccc(CSc2nc3cccnc3n2Cc2ccc(C(=O)NCCc3cccs3)cc2)cc1	7	13	4	8.8%	-5%	?	-4	-7%	1
COC(=O)COc1cccc2c(=O)n(CC(=O)N3CCCc4ccccc43)ccc12	-12	-3	7	0.4%	0%	-4%	6	-6%	-1
CN(c1ccccc1)S(=O)(=O)c1ccc(C(=O)OCC(=O)NCc2cccs2)cc1	-9	1	-1	-0.1%	?	-3%	-2	-7%	-3
CC1CCN(C(=O)C2CCC(CNc3c(N4CCCCC4)c(=O)c3=O)CC2)CC1 (stereo not given)	6	3	22	2.3%	-1%	0%	3	-3%	-6
NCc1ccccc1COc1ccccc1	-7	3	-11	-1.4%	-1%	12%	-5	-1%	-6
O=C(C1=C[C@@H](c2ccc(C(F)(F)F)cc2)C[C@@H](OCc2ccc(CO)cc2)O1)N1CCN(Cc2ccccc2)CC1	-16	22	10	-0.5%	1%	0%	-4	-4%	4
CN(c1ccc(C(=O)Nc2ccc3c(c2)OCCO3)cc1)S(C)(=O)=O	-16	1	-5	-1.8%	2%	1%	0	1%	-14
COC(=O)c1c(NC(NC(=O)CC(C)C)C(Cl)(Cl)Cl)sc2c1CCC2 (stereo not given)	2	3	-2	0.0%	-4%	-6%	2	-3%	-1
CN(C)CCNC(=O)c1ccc(Cl)s1	12	4	12	-1.1%	0%	-1%	-2	-4%	-7
CCSCCCn1[nH]c2ccccc2c1=O	nt	nt	nt	nt	0%	-4%	nt	-1%	2
O=c1c(-c2ccccc2)nnc2sc(COc3ccc(Br)cc3)nn12	18	2	15	0.2%	-1%	4%	-7	-4%	0
CCC1Oc2ccc(C)cc2N(CC(=O)NCCCN2CCCC2)C1=O (stereo not given)	11	0	18	-0.5%	-1%	1%	-5	-1%	-5
O=C(NCCCCc1ccccc1)C1CC(c2cccc(F)c2)=NO1 (stereo not given)	-11	7	-3	0.3%	5%	3%	-1	1%	-10
COC(=O)c1c(C)[nH]c(C(=O)C(C)OC(=O)c2c(C)noc2C)c1C (stereo not given)	-3	1	-4	0.3%	1%	-2%	-2	-2%	-10
CCCN1CN(c2ccccc2)C(=S)N(c2ccccc2)C1	-21	3	11	0.1%	1%	-14%	2	-10%	-6

Five of the compounds above, in markdown:
| smiles | D1 antagonist | D1 agonist | D2 PAM | RXFP1 ag | Vif-A3G inh | Vif-APOBEC3F blk | D1 potentiator | Glioma ERSR ind | LDHA block |
| --- | --- | --- | --- | --- | --- | --- | --- | --- | --- |
| CC1CCN(C(=O)C2CCC(CNc3c(N4CCCCC4)c(=O)c3=O)CC2)CC1 (stereo not given) | 6 | 3 | 22 | 2.3% | -1% | 0% | 3 | -3% | -6 |
| NCc1ccccc1COc1ccccc1 | -7 | 3 | -11 | -1.4% | -1% | 12% | -5 | -1% | -6 |
| O=C(C1=C[C@@H](c2ccc(C(F)(F)F)cc2)C[C@@H](OCc2ccc(CO)cc2)O1)N1CCN(Cc2ccccc2)CC1 | -16 | 22 | 10 | -0.5% | 1% | 0% | -4 | -4% | 4 |
| CN(c1ccc(C(=O)Nc2ccc3c(c2)OCCO3)cc1)S(C)(=O)=O | -16 | 1 | -5 | -1.8% | 2% | 1% | 0 | 1% | -14 |
| COC(=O)c1c(NC(NC(=O)CC(C)C)C(Cl)(Cl)Cl)sc2c1CCC2 (stereo not given) | 2 | 3 | -2 | 0.0% | -4% | -6% | 2 | -3% | -1 |

Only part of the results is shown (hit frequency here may not be typical).
